Source: PubChem (several laboratories)
AID2073: inhibitors of Mint1-CaV2.2 protein interaction, biochemical, HTRF (AID 2073); Voltage-dependent N-type calcium channel subunit alpha-1B (Homo sapiens); HTRF protein-protein interaction, Mint1-CaV2.2; higher % means a stronger effect; one-dose inhibition, % at 20 µM; IC50 in µM for titrated hits; 0.19% of 290,000 active; in the data active = inhibition mostly above about 51%, no sharp cut-off; inconclusive = no clear call, values can overlap the other calls; inactive = mostly below about 53%; note: some results filed as inactive read as strong as hits
NS5 inhibitors: Dengue-2 NS5 methyltransferase inhibitors, primary screen, biochemical, confirmation dose response (AID 588689). Genome polyprotein (Dengue virus type 2 (strain 16681-PDK53)). Dengue-2 NS5 methyltransferase capping enzyme assay, biochemical; higher % means a stronger effect. inhibition, % at 25 µM; hits with a dose series show IC50 in µM. 0.3% of 340,000 active; in the data active = a potency from the dose series; inconclusive = inhibition above about 29% without an active follow-up result
GPR35 antagonists: GPR35 antagonists blocking zaprinast-driven arrestin recruitment, primary screen, imaging, U2OS, beta-arrestin-GFP, zaprinast agonist (AID 2058). G-protein coupled receptor 35 (Homo sapiens). 0.052% of 290,000 active. U2OS GPR35 beta-arrestin-GFP translocation imaging, zaprinast antagonism; higher % means a stronger effect. one-dose inhibition, % at 10 µM; IC50 in µM for titrated hits;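 active = inhibition of at least 50% with at least 30 cells and total cytoplasm GFP at most 10,000,000; inconclusive = under 30 cells or total GFP of 10,000,000 plus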
NTR1 ag: agonists of NTR1, primary screen, imaging, U2OS cells, beta-arrestin-GFP, high content (AID 493036); NTR1-U2OS beta-arrestin-GFP spot imaging, agonist mode; activation, % at 20 µM; 0.17% of 330,000 active;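 active = activation at or above 40% of the spot to cytoplasm intensity ratio, with at least 20 cells analyzed; inconclusive = wells under 20 cells, flagged as cytotoxic or low count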;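 note: 0% = DMSO without peptide and 100% = 100 nM NTR1 peptide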
Target sequence (P30989 whole entry, looked up): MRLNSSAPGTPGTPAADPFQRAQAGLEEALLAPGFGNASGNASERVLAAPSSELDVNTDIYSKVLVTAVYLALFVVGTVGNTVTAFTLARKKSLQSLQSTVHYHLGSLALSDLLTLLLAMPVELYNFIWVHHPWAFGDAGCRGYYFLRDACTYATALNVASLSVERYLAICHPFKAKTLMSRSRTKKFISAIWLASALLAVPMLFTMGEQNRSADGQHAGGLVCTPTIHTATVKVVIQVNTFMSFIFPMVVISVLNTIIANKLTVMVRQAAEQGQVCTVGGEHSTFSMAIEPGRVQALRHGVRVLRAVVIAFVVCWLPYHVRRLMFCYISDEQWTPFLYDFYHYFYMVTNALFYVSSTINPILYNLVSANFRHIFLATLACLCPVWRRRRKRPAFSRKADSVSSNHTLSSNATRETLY
Siah-1 displacement: Siah-1 peptide-binding antagonists, primary screen, biochemical, fluorescence polarization, rhodamine-plectin, uHTS (AID 1817); Siah-1 / rhodamine-plectin peptide fluorescence polarization; higher % means a stronger effect; 0.02% of 290,000 active; E3 ubiquitin-protein ligase SIAH1 (Homo sapiens); displacement, % at 20 µM; hits with a dose series show IC50 in µM;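 active = displacement of at least 50% at 20 µM, with a fluorescence ratio check between 0.3 and a set limit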;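 note: plate controls were Siah plus tracer with DMSO for no effect and tracer alone without Siah for full effect; strong numbers were not always called active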
GPR55 LPI antagonism: GPR55 antagonists blocking LPI-driven arrestin recruitment, primary screen, imaging, U2OS, beta-arrestin-GFP, LPI agonist (AID 2013) | G-protein coupled receptor 55 (Homo sapiens) | U2OS GPR55 beta-arrestin-GFP translocation imaging, LPI antagonism; higher % means a stronger effect | inhibition, % at 10 µM; hits with a dose series show IC50 in µM | 0.13% of 290,000 active;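 active = spots per cell inhibited over 60%, with over 100 cells counted and total cytoplasm intensity under 500,000; inconclusive = wells with under 100 cells, flagged as likely toxic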;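 note: U2OS cells stably carrying GPR55 and arrestin-GFP stimulated by 5 µM LPI near EC80; imaged beta-arrestin-GFP aggregate spots per cell after agonist stimulation; plate controls were LPI-stimulated DMSO wells for no effect and DMSO wells without LPI for full effect; some results filed as inactive read as strong as hits; confirmed hits need IC50 under 10 µM and bright autofluorescent wells are also inconclusive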
GPR55 activation: GPR55 agonists via beta-arrestin recruitment, primary screen, imaging, U2OS cells, beta-arrestin-GFP redistribution (AID 1961); U2OS GPR55 beta-arrestin-GFP redistribution imaging; higher % means a stronger effect; one-dose activation, % at 10 µM; EC50 in µM for titrated hits; 0.048% of 290,000 active;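 active = activation above 40% with more than 50 cells counted in the well; inconclusive = wells holding fewer than 50 cells, flagged as toxic or sparse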;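 note: U2OS osteosarcoma cells stably expressing GPR55 and beta-arrestin-GFP; plate controls were DMSO negative control for no effect and LPI positive control for full effect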
HIV fusion peptide: inhibitors of HIV fusion peptide binding, primary screen, biochemical, uHTS, fluorescence dequenching (AID 1986). cell-free peptide binding, fluorescence dequenching, 30 min; higher % means a stronger effect. 0.3% of 290,000 active. inhibition, % at 20 µM; hits with a dose series show IC50 in µM; in the data active = inhibition mostly above about 52%, no sharp cut-off; inactive = mostly below about 76%; note: some results filed as inactive read as strong as hits
K1F lysis inhibition: inhibition of K1F phage lysis, E. coli UTI89, bacterial capsule biogenesis inhibitors, alamar blue (AID 488966). E. coli UTI89 K1F phage lysis, alamar blue, 2 h; higher % means a stronger effect. one-dose inhibition, % at 100 µM; IC50 in µM for titrated hits. 0.02% of 340,000 active;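 active = phage lysis inhibition, versus mean bacterial control, above a set limit; inconclusive = no clear call, values can overlap the other calls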;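 note: capsule biogenesis inhibitors block K1F phage lysis so surviving cells raise fluorescence; higher fluorescence means more inhibition of phage lysis; actives were called in the ten point dose series up to 300 µM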
NTR1 ag cell count 20 µM: further read-out of NTR1 ag, marked with its call; cell count; measured here: cell count, cytotoxicity flag
NS5 inhibitors pilot replicate: second read-out of NS5 inhibitors, no call of its own (marks repeat the call); inhibition, %; measured here: pilot screen replicate inhibition
* = called active by the depositor; ? = inconclusive; . = not tested or not shown; [ ] = another dose, or the depositor's remark. Random draw from the library; 1.2% or so of the library scored in one or more.

SMILES	AID2073	NS5 inhibitors	GPR35 antagonists	NTR1 ag	NTR1 ag cell count 20 µM	Siah-1 displacement	GPR55 LPI antagonism	GPR55 activation	HIV fusion peptide	K1F lysis inhibition	others
O=C(O)CC(c1cccc2ccccc12)n1cccc1 (configuration not stated)	-1%	0%	4%	0.4	72	-3%	11%	0.2%	15%	-0.7%
CCS(=O)(=O)c1nc(S(=O)(=O)c2ccc(C)cc2)c(NCCCn2ccnc2)s1	-1%	-2%	17%	-1.4	60	3%	-5%	-0.1%	1.7%	0.3%
CCCCNC(=S)N(C)/N=C/c1ccccc1C(=O)O	-13%	0%	7%	-1.0	99	-2%	5%	-0.1%	1.6%	0.0%
Cc1ccc(NC(=S)NC(=O)Cc2ccccc2)c(O)c1	8%	-2%	-9%	0.6	74	-6%	9%	-0.1%	-0.5%	0.1%	NS5 inhibitors pilot replicate=1.5
CCOc1cc(/C=C/c2nc3cc(C)c(C)cc3s2)ccc1OCC(=O)N1CCOCC1	24%	-1%	.	4.3	58	-7%	14%	-0.3%	-2.5%	3.9%
C=CCc1cc(C)ccc1OCCOCCn1ccnc1	28%	-1%	11%	1.9	43	-6%	-1%	0.2%	-0.3%	13%
CS(=O)(=O)N1CCc2cc(C(=O)Nc3ccc(Br)cc3)ccc21	4%	-8%	3%	6.3	92	12%	4%	0.3%	1.1%	0.0%
CCSc1nnc(NC(=O)c2cccc(S(=O)(=O)N(C)c3ccc(C)cc3)c2)s1	16%	-3%	19%	2.1	44	4%	20%	-0.2%	17%	5.0%
O=C(Nc1ccccc1C(F)(F)F)c1cccnc1	3%	0%	17%	-0.9	83	-2%	-5%	-0.1%	-2.8%	0.7%
CCCC(=O)Nc1ccc(-c2nc3cc(C)c(C)cc3o2)cc1	55%	-2%	6%	4.8	42	8%	29%	0.3%	0.8%	0.4%
Clc1ccc(-n2nnc(-c3cccnc3Cl)n2)cn1	-11%	0%	-14%	-3.2	59	13%	-8%	-0.1%	-1.0%	0.9%
Cc1ccc(-n2nc3c(c2NC(=O)c2ccco2)CS(=O)C3)cc1 (configuration not stated)	7%	-1%	6%	2.2	83	-4%	18%	-0.1%	0.1%	-0.2%
CCC(=O)c1ccc2ncccc2c1	0%	-4%	3%	0.7	80	9%	-1%	-0.4%	2.3%	0.1%
CN1CCN(C(=O)CN(C2CCCCC2)S(=O)(=O)c2ccc(Br)cc2)CC1	-2%	1%	-7%	-0.7	67	0%	-1%	0.2%	4.8%	0.0%
CCCN1C2CCCC1CC(NC(=O)c1ccc(Br)cc1)C2 (configuration not stated)	5%	-1%	-2%	0.2	46	1%	3%	-0.2%	2.3%	6.3%
O=C(O)c1ccc(CSc2nnc(-c3ccccc3)n2-c2ccccc2)cc1	-12%	3%	6%	0.1	50	-9%	-2%	-0.1%	-0.6%	0.1%
Cc1cc(C)c(S(=O)(=O)Nc2c(C)[nH]c(=O)[nH]c2=O)c(C)c1	-3%	-3%	-13%	-1.2	44	1%	23%	0.2%	-3.6%	8.1%
COC(=O)C1CN(C(=O)COc2ccc(C)cc2)c2ccccc2O1 (configuration not stated)	?	-1%	14%	-1.0	88	-4%	-1%	0.3%	-2.3%	0.2%
COc1ccccc1CN1CC(C(=O)NCc2ccc(C)c(F)c2)CCC1=O (configuration not stated)	-2%	-11%	-7%	-0.9	60	1%	6%	-0.1%	-0.8%	0.0%
COc1ccc(-c2ccnc(SCC(=O)N3CCN(c4ccccc4)CC3)n2)cc1	24%	.	-6%	0.7	49	12%	16%	0.0%	-0.8%	.
CCn1c2ccccc2c2cc(NC(=O)c3cccc(OC)c3OC)ccc21	17%	-6%	5%	26	65	-1%	-26%	-0.1%	3.0%	3.6%[50 µM]
O=C(C[n+]1cccc(O)c1)NCc1ccc(Cl)cc1	38%	-6%	-3%	-0.1	89	4%	-7%	0.0%	1.3%	0.3%
CC(C)Cc1cc(C(=O)Nc2cccnc2)no1	1%	-3%	-4%	-2.9	54	-3%	13%	-0.2%	0.0%	-0.9%
Cc1cccc(OCCCC(=O)Nc2ccc(S(=O)(=O)Nc3ncccn3)cc2)c1C	28%	3%	5%	-0.2	92	1%	21%	-0.1%	7.1%	-0.1%
CC(C)S(=O)(=O)c1cnc(-c2ccccn2)nc1N	3%	-2%	-1%	1.7	43	4%	4%	0.8%	-2.1%	-0.1%
COc1c(Cl)cnn(-c2ccccc2)c1=O	21%	-2%	-9%	2.5	52	7%	16%	-0.3%	0.7%	0.5%
O=C1NC2(CCCC2)Oc2ccccc21	37%	.	-19%	-1.3	36	-3%	10%	0.1%	0.0%	.
Cc1cccc(CSc2nnc(-c3ccccn3)n2N)c1	-21%	-2%	23%	1.4	54	-1%	5%	-0.1%	-0.9%	9.1%
CCN1C(=O)OC2(CCCCC2)C1(C)O (configuration not stated)	-4%	.	2%	-0.5	53	0%	2%	0.3%	2.6%	.
CCCc1nc2scc(-c3ccccc3)c2c(=O)n1N	1%	-5%	-8%	0.2	57	0%	12%	-0.1%	2.1%	-1.4%
CCCCc1ccc(NC(=O)CN(C)CC(=O)Nc2ccccc2Cl)cc1	6%	-3%	-9%	0.1	42	7%	-1%	0.0%	1.0%	-0.1%
COc1cc(OC)cc(C(=O)N[C@H](C(=O)NCc2cccs2)C(C)C)c1	-11%	1%	6%	0.1	59	0%	-8%	-0.1%	0.5%	0.2%
CCc1cccc(NC(=O)CCCSc2nc3ccccc3[nH]2)c1	4%	-6%	-10%	-1.8	58	3%	12%	0.0%	-1.3%	-2.1%
COc1ccc(NCc2n[nH]c(=O)c3ccccc23)cc1	-16%	-1%	3%	-2.1	82	-4%	3%	-0.1%	3.4%	2.0%
Cc1nc2c3ccccc3nc(NNC(=O)CCC(=O)NCCN3CCN(c4ccccc4F)CC3)n2n1	4%	0%	5%	2.4	68	9%	-8%	0.0%	2.8%	0.7%
CCNCc1ccccc1OCc1ccccc1	1%	4%	12%	-0.5	80	4%	-18%	0.2%	0.8%	0.2%
CC(c1ccco1)N(C(=O)c1ccc(F)cc1)c1ccccn1 (configuration not stated)	-5%	-3%	-2%	-1.8	53	-3%	2%	-0.2%	-2.2%	0.3%
CC(C)CCN1CCN(Cc2nc3c(s2)CCCC3)CC1CCO (configuration not stated)	1%	2%	-11%	-0.7	63	-3%	-9%	0.0%	0.1%	0.5%
O=C(CCn1c(=O)oc2ccccc21)Nc1ccc(C(=O)O)cc1	10%	-8%	-14%	-0.8	57	7%	4%	-0.2%	3.0%	0.4%
CC(C(=O)NCCC1=CCCCC1)N1C(=O)c2ccccc2C1=O (configuration not stated)	6%	-3%	-3%	0.6	43	-2%	-28%	-0.3%	0.5%	6.3%
Cc1ccc(C(=O)COC(=O)CN2C(=O)C3C4C=CC(C4)C3C2=O)cc1[N+](=O)[O-] (configuration not stated)	5%	-2%	2%	-1.7	32	-2%	7%	0.0%	-2.2%	-0.3%
CN(C)S(=O)(=O)Oc1cccc(C(=O)Nc2ccc([N+](=O)[O-])cc2)c1	-14%	2%	17%	3.8	43	-3%	2%	-0.2%	-2.0%	0.9%
CC/C(O)=C1\C(=O)CCCC1=NCCc1nc2ccccc2[nH]1	-9%	0%	20%	1.5	51	-5%	7%	0.4%	-1.0%	0.0%
O=C(c1cc(-c2ccc(Cl)cc2)on1)N1CCN(c2ccc(F)cc2)CC1	1%	-7%	-2%	5.8	38	1%	-2%	-0.2%	-1.1%	0.0%
C=C(C)C1CC=C(C)/C(=N/NC(=O)CCCNc2cccc(C)c2)C1 (configuration not stated)	-5%	-2%	-4%	0.0	100	2%	-19%	-0.1%	-1.6%	-0.1%
CC1=CC(C)(C)N(C(=O)CNC2CCCCC2)c2cc(C)ccc21	-16%	-34%	13%	-1.3	36	3%	12%	-0.1%	0.8%	0.5%
CCOC(=O)c1oc2ccccc2c1NC(=O)C(C)(C)C	1%	-2%	-9%	3.4	59	0%	-10%	-0.3%	-2.6%	-0.1%
CCOP(=O)(OCC)C(O)c1cc(OC)c(OC)c(OC)c1 (configuration not stated)	1%	2%	-2%	0.6	50	0%	1%	-0.1%	-0.4%	4.7%
O=C(OC(C(=O)NC1CCCC1)c1cccnc1)C1=Cc2ccccc2OC1 (configuration not stated)	15%	-2%	-10%	0.1	87	3%	24%	-0.2%	1.4%	0.3%
Cn1c(-c2ccccn2)[n+](C)c2ccccc21	-2%	-4%	10%	0.1	37	-7%	6%	0.5%	0.1%	0.1%
O=C(NCC1CC1)c1ccccc1Cl	7%	-3%	-6%	-1.2	60	-1%	9%	-0.1%	0.5%	0.4%
CCCCCC(=O)NNC(=O)Nc1ccccc1	8%	-5%	-13%	-0.1	49	12%	8%	-0.1%	0.7%	3.0%
CC(=O)N/N=C(\C)CC(=O)Nc1cccc2c1CCCC2	-6%	-2%	-12%	-0.4	61	2%	-8%	0.2%	-1.0%	-0.4%
COc1nc(NCc2ccco2)nc(NC2CCCCC2)n1	21%	-4%	0%	4.4	96	8%	-7%	-0.1%	0.8%	0.8%
COc1ccc(C(C)=O)c2c(O)cccc12	-25%	12%	20%	5.4	40	-4%	1%	-0.2%	-2.0%	0.7%
Cc1cc(C)nc(N2CCCC(C(=O)Nc3cccc(Cl)c3)C2)n1 (configuration not stated)	-2%	2%	9%	3.7	74	0%	-10%	-0.2%	0.1%	-0.1%
CCCc1cc2c(=O)c(-c3ccc4c(c3)OCCO4)c(C)oc2cc1OS(C)(=O)=O	1%	-2%	-10%	5.1	71	-6%	9%	-0.3%	-2.5%	4.1%
CN(C)S(=O)(=O)Oc1ccsc1C(=O)Nc1ccc(Cl)cc1	24%	4%	-7%	-1.3	80	3%	-16%	0.2%	3.9%	-0.5%
